Bioassay records deposited in PubChem BioAssay by National Center for Advancing Translational Sciences (NCATS).
ERK AVP inh: qHTS Assay for Inhibitors of the ERK Signaling Pathway using a Homogeneous Screening Assay. actives 0.99% (n = 72,000). HEK293-V1b, vasopressin-stimulated pERK AlphaScreen. AID 995, 2007. Potency, µM (titrated, usually from 57.5 µM), without a hit: at the top dose activity, negative = inhibition, actives largely listed as inhibitors; also: potency is read from the fitted curve at half-maximal effect; % is scaled to controls: 0 for no effect and ±100 for the full control effect; nearly all actives have a fitted effect of over 55% in size
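HEK293 cells stably expressing V1b receptor, preincubated 30 min at 37 °C with compound, then stimulated 5 min with 25 nM vasopressin. Phospho-ERK by AlphaScreen SureFire after 5 h RT; normalized to DMSO and vasopressin; AC50 by Hill fit.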
BRCT PPI green: qHTS Assay for Inhibitors of BRCT-Phosphoprotein Interaction (Green Fluorophore); Breast cancer type 1 susceptibility protein (Homo sapiens), P38398; BRCA1 BRCT-phosphopeptide binding, green fluorescence polarization; Potency, µM (series often up to 76.9 µM), without a hit: at the highest dose activity change, negative = inhibition, actives largely listed as inhibitors; actives 0.05% (n = 75,000); AID 875, 2007;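 also: potency is read from the fitted curve at half-maximal effect; plate controls were peptide without protein for full effect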
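Fluorescence polarization: His-tagged BRCT (~35 kDa BRCA1 C-terminus, 250 nM) bound to 100 nM fluorescein-labeled phosphorylated 10-aa BACH1 peptide, pH 7.3 phosphate buffer with DTT and Tween 20. Compounds incubated 12 min at room temperature; inhibition read as lowered polarization.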
Tau fil binding: qHTS Assay for Tau Filament Binding. actives 2% (n = 71,000). recombinant tau filaments, thioflavin S fluorescence, 15 h; filaments grown with octadecylsulfate alongside compound. Potency, µM (doses to about 57.1 µM), for the others: at the highest dose activity change, negative = inhibition;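 also: potency is read from the fitted curve at half-maximal effect; % is scaled to controls: 0 for no effect and ±100 for the full control effect; actives lower thioflavin S fluorescence by blocking filaments or displacing dye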
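Tau 2 uM in ThS buffer dispensed; compound added; 60 uM ODS added (finals 1 uM tau, 30 uM ODS); 15 h 37 C; fluor ex450/em510.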
CRE-bla Fsk: Cell signaling CRE-BLA (Fsk stim) | Potency, µM (highest dose often 38.2 µM), inactives show at the highest dose activity change, negative = inhibition, usual class: activators | AID 662, 2007 | actives 2.5% (n = 71,000) | CHO CRE-bla reporter (cAMP response element driving beta-lactamase), forskolin EC10, beta-lactamase ratio; active = well fitted activation curve with a large enough effect in the signal ratio, with a control signal flat, not every such curve was filed as active; inconclusive = small, poorly fitted or top-dose-only effect, or effect the other way, or a change in a side signal; the % refers to the signal ratio; also: potency is read from the fitted curve at half-maximal effect; % of control where 0% means no effect
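CRE-bla CHO cells stimulated with EC10 NKH 477 (water-soluble forskolin) and compound titrations, 3 h at 37C; beta-lactamase read with CCF4 after 2 h at room temperature. Activity from 460/530 nm emission ratio, AC50 values for positive or negative modulation.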
BRCT inh red: qHTS Assay for Inhibitors of BRCT-Phosphoprotein Interaction (Red Fluorophore); Breast cancer type 1 susceptibility protein (Homo sapiens), P38398; BRCT-phosphopeptide binding, red fluorescence polarization; Potency, µM (doses to about 76.9 µM), for the others: at the highest dose activity change, negative = inhibition, usual class: inhibitors; actives 0.03% (n = 75,000); AID 892, 2007; also: % is scaled to controls: 0 for no effect and ±100 for the full control effect
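Rhodamine-labelled pBACH1 10-mer (100 nM) bound to BRCT domain (100 nM) at pH 7.3; compounds incubated 12 min room temperature, polarization read. Free peptide defines full inhibition; unlabelled decapeptide titrated as control.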
USP2a inh: qHTS Assay for Inhibitors of Ubiquitin-specific Protease USP2a; USP2a enzymatic assay, qHTS inhibition; Potency, µM (top dose mostly 38.3 µM), for inactives: top-dose activity change, negative = inhibition, actives largely listed as inhibitors; actives 0.1% (n = 60,000);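 also: potency is read from the fitted curve at half-maximal effect; nearly all actives have a fitted effect of over 60% in size; plate controls were DMSO for no effect and NEM full inhibition control for full effect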
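Inhibition is measured in a cell-free coupled assay with 20 nM USP2 core, 20 nM Ub-PLA2 and 20 uM NBD C6-HPC, 2.5 h incubation. Activity normalized to NEM control.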
A350 autofl: qHTS Assay for Spectroscopic Profiling in A350 Spectral Region | max dye-equivalent concentration, M | actives 11% (n = 59,000) | Compound autofluorescence, 340/450 nm, Alexa 350 dye-equivalents; hits give high values; in the data active = max dye-equivalent concentration above about 10 nM; inconclusive = mostly about 1.1 nM to 9.6 nM
Luciferase inh: qHTS Assay for Inhibitors of Firefly Luciferase; purified firefly luciferase, luminescence, 8 min; Potency, µM (titrated, usually from 57.1 µM), for the others: at the top dose activity change, negative = inhibition, usual class: inhibitors; actives 2.2% (n = 72,000); AID 411, 2009; also: potency is read from the fitted curve at half-maximal effect; % is scaled to controls: 0 for no effect and ±100 for the full control effect; nearly all actives have a fitted effect of over 40% in size
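Here, luciferase activity is measured as luminescence following an 8 min room-temperature reaction at 10 uM ATP, pH 7.2. Every library sample is titrated.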
Casp1 inh: qHTS Assay for Allosteric/Competitive Inhibitors of Caspase-1 | Potency, µM (series often up to 57.5 µM), for inactives: at the top dose activity change, negative = inhibition, most hits filed as inhibitors | Caspase-1 enzyme, Ac-WEHD-AFC fluorogenic rate | actives 0.03% (n = 75,000);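 also: potency is read from the fitted curve at half-maximal effect; plate controls were vehicle for no effect and no substrate for full effect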
HEK293 cAMP ctrl: qHTS Assay for Agonists of the Thyroid Stimulating Hormone Receptor: Activators of Intracellular cAMP Concentrations in Parental HEK 293; actives 2.5% (n = 73,000); parental HEK293 CNG cAMP sensor, membrane potential fluorescence; Potency, µM (titrated, usually from 57.1 µM), without a hit: top-dose activation, most hits filed as activators; also: potency is read from the fitted curve at half-maximal effect; % of control where 0% means no effect; nearly all actives have a fitted effect of over 55% in size
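Parental HEK 293 cells stably expressing a modified CNG channel (no TSHR) report cAMP rise as membrane depolarization. Membrane potential dye with 100 uM RO 20-1724 was loaded for 60 min at room temperature, then compound added for 30 min; fluorescence read at 590 nm.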
Casp7 inh: qHTS Assay for Allosteric/Competitive Inhibitors of Caspase-7. P55210. recombinant caspase-7, Ac-DEVD-AFC fluorescence rate. Potency, µM (top dose mostly 57.5 µM), for inactives: at the highest dose activity change, negative = inhibition, usual class: inhibitors. actives 0.02% (n = 75,000). AID 889, 2007; active = well fitted inhibition curve with a large enough effect in the main read-out, with a control signal flat, not every such curve was filed as active; inconclusive = small, poorly fitted or top-dose-only effect, or a change in a side signal; also: potency is read from the fitted curve at half-maximal effect; % of control where 0% means no effect
Starred values were filed as active, the others as inactive; i = inactive; ? = inconclusive; / = not tested or not shown; [ ] = remark or other dose. Unless noted, calls follow the shape of the dose curve; as a rule, active = well fitted curve in the direction sought with a large enough effect; inconclusive = small, poorly fitted or top-dose-only effect, or another doubt; inactive = no such curve, though single readings can be large; an effect the other way counts as inactive or inconclusive.

Order of results: BRCT PPI green	BRCT inh red	A350 autofl	Luciferase inh	CRE-bla Fsk	ERK AVP inh	Casp1 inh	Casp7 inh	USP2a inh	HEK293 cAMP ctrl	Tau fil binding
- CCCN1C(=O)C(NC(C)=O)c2cc(OC)ccc21 (stereo unspecified)
 : -2.4%	0.3%	?	0%	-5%	17%	-4%	-1%	0%	25%	2%
- Cc1cc2ncn(S(=O)(=O)N3CCOCC3)c2cc1C
 : 10.0%	-5.1%	i	-1%	-5%	-5%	1%	0%	-8%	26%	-8%
- CN(C)CC(C)(C)CNC(=O)c1ccc(-n2c(=O)c(=O)[nH]c3ccccc32)cc1
 : -4.0%	-1.0%	/	/	/	/	-1%	1%	/	-19%	/
- O=C(Cn1cnc2c(nnn2Cc2ccc(F)cc2)c1=O)OCc1ccccc1
 : -0.8%	0.2%	i	1%	7%	15%	-4%	-3%	8%	7%	-6%
- N#CCc1nnc2n1-c1ccccc1CCC2
 : -0.8%	-2.4%	/	2%	-2%	-5%	-5%	-1%	-4%	-9%	4%
- Cc1cccc2cc(CN(Cc3ccco3)C(=O)N3CCCC3)c(=O)[nH]c12
 : -0.6%	-0.9%	i	1%	3%	-1%	1%	0%	/	?	-3%
- CCn1c(SCC(=O)Nc2nonc2C)nnc1-c1ccco1
 : 0.3%	-0.8%	?	6%	9%	15%	1%	7%	-3%	1%	2%
- Cc1cc(C(=O)NCCN2CCCCC2C)n(-c2ccccc2)n1 (stereo unspecified)
 : -2.0%	-2.1%	/	3%	-1%	-12%	0%	0%	/	7%	8%
- Clc1ccccc1Cn1nnc2c(N3CCCC3)ncnc21
 : 2.6%	-0.2%	i	-1%	?	-16%	-4%	0%	11%	13%	18%
- COC(=O)CCc1nc2ccccc2[nH]c1=O
 : -1.7%	-1.0%	/	2%	8%	-11%	0%	-2%	-9%	15%	4%
- O=C(CSc1nc(O)cc(=O)[nH]1)Nc1ccc2c(c1)CCC2
 : 1.0%	-0.9%	?	-1%	-18%	-11%	-3%	-5%	35%[activator]	1%	-3%
- COc1cccc(OC)c1C(=O)N1CCN(S(=O)(=O)c2ccccc2)CC1
 : 1.3%	-0.5%	i	1%	-1%	1%	0%	1%	/	2%	-10%
- Cc1cc(N2CC34C=CC(O3)C(C(=O)O)C4C2=O)no1 (stereo unspecified)
 : -0.3%	1.9%	i	0%	4%	-10%	2%	7%	-9%	6%	-6%
- COc1ccc(CN2CCN(C(=O)CC(C)C)CC2)c(OC)c1OC
 : -0.9%	-0.3%	/	2%	1%	-2%	-2%	-1%	0%	13%	8%
- COc1ccccc1NC(C)=O
 : 0.3%	0.2%	/	0%	4%	-17%	0%	-1%	-4%	13%	0%
- Nc1nc2[nH]c(=O)c(=O)[nH]c2c(=O)[nH]1
 : 0.1%	-0.2%	/	/	/	-3%	0%	1%	-5%	/	/
- CCOC(=O)c1c(CN2CCN(c3ccccc3)CC2)oc2ccc(O)cc12
 : 3.5%	-0.8%	/	2%	-6%	-23%	0%	-4%	/	2%	-18%
- Cc1nc2ccc(NC(=O)N3CCC(c4ccccc4)C3)cc2nc1C (stereo unspecified)
 : -0.8%	-2.7%	4.1e-07M*	-4%	?	-26%	-14%	-10%	25%	13%	-15%
- CN(C)c1ccnc2sc3c(=O)n(Cc4ccccc4)cnc3c12
 : 1.8%	1.1%	3.2e-08M*	-1%	?	-14%	-2%	0%	13%	9%	10%
- C=C(C)C(O)/C=C/c1cccc(OC)c1 (stereo unspecified)
 : -0.7%[15.4 µM]	1.4%[15.4 µM]	/	/	/	12%[11.5 µM]	-2%[11.5 µM]	-4%[11.5 µM]	/	2%[11.4 µM]	/
- Cc1ccc(/C=c2/sc3nnc(-c4ccccc4Cl)n3c2=O)o1
 : 3.8%	2.0%	/	-19%	-9%	-16%	?	-21%	32%[activator]	20%	-12%
- Nc1nc(SCC(=O)Nc2ccc(Br)cc2F)n[nH]1
 : 0.0%	-0.4%	i	2%	-4%	-4%	-1%	0%	-1%	-1%	-14%
- CCOC(=O)Cc1nnc(NC(=O)Nc2ccccc2)s1
 : 6.9%	-0.1%	i	-6%	-11%	-4%	-1%	-2%	34%[activator]	-3%	74%
- CCOC(=O)C1C2C=CC3(CN(C4CCCC4)C(=O)C13)O2 (stereo unspecified)
 : 0.2%	0.3%	i	1%	0%	5%	-1%	-1%	-9%	8%	2%
- Cc1nn(-c2nc3ccccc3s2)c(C)c1Oc1ccccc1O
 : -1.0%	1.4%	i	?	?	?	-3%	-1%	14%	-35%[inhibitor]	128%
- O=C(CCCCCn1c(SCc2ccncc2)nc2ccccc2c1=O)NCc1ccco1
 : 8.1%	-0.3%	i	-1%	?	-20%	-1%	-4%	14%	?	-5%
- O=C(CCCN1C(=O)c2ccccc2C1=O)Nc1sc2c(c1C(=O)NCc1ccco1)CCC2
 : 1.8%	-0.6%	i	-1%	1%	-13%	-2%	-2%	49%[activator]	24%	-10%
- COc1ccc(C(C)(C)C)cc1NC(=O)c1c(C)noc1C
 : -2.4%	-3.6%	i	0%	16%	-6%	0%	-1%	-2%	?	57%
- O=C(Nc1nc2c(s1)CCCC2)c1cc2n(n1)C(C(F)(F)F)CC(C1CC1)N2 (stereo unspecified)
 : -0.4%	0.0%	i	0%	10%	16%	1%	-2%	30%	-20%	19%
- Cn1c2c(c(=O)n(C)c1=O)CN(CCN1CCNCC1)CN2
 : -1.3%	-0.6%	/	0%	0%	12%	-2%	0%	-1%	5%	-10%
- N=c1ccn2c(n1)O[C@H]1[C@@H](OP(=O)(O)O)[C@H](CO)O[C@H]12
 : -3.6%[15.4 µM]	-3.6%[15.4 µM]	i	2%[11.4 µM]	-3%[7.6 µM]	12%[11.5 µM]	-5%[11.5 µM]	-1%[11.5 µM]	/	5%[11.4 µM]	-2%[11.4 µM]
- O=C(OCCN(CCOC(=O)c1ccncc1)S(=O)(=O)c1cccs1)c1ccncc1
 : -0.5%	-3.1%	i	6%	-8%	1%	2%	1%	2%	9%	11%
- O=C(c1cn(-c2ccccc2)nc1-c1ccc(F)cc1)N1CCOCC1
 : -0.2%	-2.4%	/	-18%	-3%	-22%	-2%	-1%	11%	-5%	15%
- Nc1cc(OC(=O)c2ccccc2Br)nn1S(=O)(=O)c1ccccc1
 : 8.7%	1.2%	i	-2%	?	22%	-1%	0%	37%[activator]	27%	9%
- OCC1OC(C#Cc2ccccc2)C=CC1OCc1ccccc1 (stereo unspecified)
 : 0.6%[15.4 µM]	-0.4%[15.4 µM]	/	/	/	6%[11.5 µM]	2%[11.5 µM]	-1%[11.5 µM]	/	?	/
- O=C(CCc1ccc(S(=O)(=O)N2CCOCC2)cc1)Nc1cc(Cl)ccc1N1CCOCC1
 : 1.7%	-3.2%	i	2%	?	-6%	0%	0%	19%	?	?
- Clc1cccc(-c2nc(-c3ccccn3)no2)c1
 : -1.7%	-1.2%	i	2.5µM*	9%	13%	2%	1%	4%	?	30%
- CC(=O)Nc1ccc2c(c1)C(=Nc1ccc(C(=O)O)cc1)c1ccccc1-2
 : 2.8%[15.4 µM]	-0.6%[15.4 µM]	i	1%[11.4 µM]	0%[7.6 µM]	1%[11.5 µM]	3%[11.5 µM]	-2%[11.5 µM]	/	-6%[11.4 µM]	-9%[11.4 µM]

No new results follow: an excerpt of the list.
Order of results: BRCT PPI green	BRCT inh red	A350 autofl	Luciferase inh	CRE-bla Fsk	ERK AVP inh	Casp1 inh	Casp7 inh	USP2a inh	HEK293 cAMP ctrl	Tau fil binding
- N#CCc1nnc2n1-c1ccccc1CCC2
 : -0.8%	-2.4%	/	2%	-2%	-5%	-5%	-1%	-4%	-9%	4%
- Cc1cccc2cc(CN(Cc3ccco3)C(=O)N3CCCC3)c(=O)[nH]c12
 : -0.6%	-0.9%	i	1%	3%	-1%	1%	0%	/	?	-3%
- CCn1c(SCC(=O)Nc2nonc2C)nnc1-c1ccco1
 : 0.3%	-0.8%	?	6%	9%	15%	1%	7%	-3%	1%	2%
